# Bioassay records: PubChem, NMMLSC
# QS inhibitor: S. aureus quorum sensing inhibitors, primary screen, RNAIII-GFP reporter, flow cytometry. S. aureus RN6390 RNAIII-GFP reporter, AIP-induced, flow cytometry 3 h. inhibition, % at 2 µM. 0.3% of 24,000 active. AID 527, 2006;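 active = share of bacteria positive for the green fluorescent reporter and its mean brightness both inhibited by 50% or more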;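 also: 0% = AIP-stimulated control and 100% = unstimulated bacteria without AIP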
# QS inhibitor GFP MFI %: also measured in QS inhibitor; calls as there; inhibition, %; measured here: inhibition of GFP MFI
# * = called active by the depositor. A portion of the library; the hit share may differ from the screen's.
1. CCOC(=O)C1=C(C)NC(C)=C(C(=O)OC)C1c1cccc(Cl)c1Cl (stereo unspecified)
2. O=C(COc1ccc2c(c1)C(=O)CC1(CCCCC1)O2)NCc1ccccn1
3. O=C1CC(CCC(=O)NC2CC2)c2ccccc2N1 (stereo unspecified)
4. Cc1cccc(C)c1NC(=O)N1CC=C(n2c(=O)[nH]c3ccccc32)CC1
5. CC(=O)N1CCN(c2ccc(N=Cc3c(O)n(Cc4ccccc4)c(=O)[nH]c3=O)cc2)CC1
6. c1ccc(CN2CCN(c3nc(-c4ccccc4)nc(-n4ccnc4)n3)CC2)cc1
7. Cc1nn(Cc2ccccc2)c2c1C(c1ccncc1)C(C#N)=C(N)O2 (stereo unspecified)
8. COc1c(F)c(F)c(C(=O)O)c(Nc2ccccc2)c1F
9. Cc1csc(NC(=O)C2CCC(C)(C(=O)O)C2(C)C)n1 (stereo unspecified)
10. CCC(=O)c1ccc(OCC(=O)N2CCc3cc(OC)c(OC)cc3C2)cc1

Compound | 1 | 2 | 3 | 4 | 5 | 6 | 7 | 8 | 9 | 10
QS inhibitor | 54* | 2 | 2 | 8 | -2 | 1 | 0 | -2 | -6 | 1
QS inhibitor GFP MFI % | 64* | 19 | 10 | 17 | -3 | 14 | 12 | -2 | -18 | -5

11. O=C(CCc1nc(-c2ccccc2F)no1)NCCN1CCc2ccccc2C1
12. COC(=O)c1ccc(C2NC(C(=O)O)CS2)cc1 (stereo unspecified)
13. Cn1cccc1Cc1nnc(SCC(=O)NCc2ccccc2Cl)n1-c1ccc(F)cc1
14. CC1(C)CC(=O)C2=C(C1)NC(=O)CC2c1cc2c(cc1Br)OCO2 (stereo unspecified)
15. CCOc1ccc(CCNC(=O)C2CCCN(c3nn4c(=O)cc(C)nc4s3)C2)cc1 (stereo unspecified)
16. Cc1cc(C(=O)Nc2cccnc2)no1
17. CC(C)C(=O)N(c1ccc(F)cc1)C1C=CS(=O)(=O)C1 (stereo unspecified)
18. CCOc1ccc(N(C)S(=O)(=O)c2ccc3[nH]cc(C(=O)NCC4CCCO4)c(=O)c3c2)cc1 (stereo unspecified)
19. O=C(NCc1cccnc1)c1ccc(CS(=O)(=O)Cc2ccc(Cl)cc2)o1
20. CCOc1ncccc1C(=O)Nc1ccc2c(C)cc(=O)oc2c1

Compound | 11 | 12 | 13 | 14 | 15 | 16 | 17 | 18 | 19 | 20
QS inhibitor | -1 | -4 | 1 | 7 | -4 | -12 | 1 | 0 | 2 | -1
QS inhibitor GFP MFI % | 6 | -31 | 7 | 13 | -19 | -14 | -28 | -22 | 9 | -2

21. CCc1ccc(NC(=O)NCCN2CCc3ccccc3C2)cc1
22. O=C(CSc1nnc(-c2ccc3c(c2)OCCO3)o1)N1CCCC1
23. CCn1c(=O)cc(SCC(=O)NCc2ccc3c(c2)OCO3)c2ccccc21
24. Cc1ccc(C)c(Cc2c(C)nc3c(C(=O)N4CCOCC4)cnn3c2C)c1
25. COc1ccc(-n2nc(C(=O)NCC(=O)NCC3CCCO3)c3ccccc3c2=O)c(OC)c1 (stereo unspecified)
26. COc1ccc(C)cc1NC(=O)CN1CCN(CC(=O)Nc2ccccc2F)CC1
27. O=C(CN(CCc1ccccc1)C(=O)CN1C(=O)COc2ccccc21)NCc1ccco1
28. CCNCC(O)COCC(O)CNCC (stereo unspecified)
29. Cc1cc(C)nc(N(C#N)Cc2ccccc2Cl)n1
30. COc1ccc2ccccc2c1C1CC(=O)N2CN(Cc3ccco3)CSC2=C1C#N (stereo unspecified)

Compound | 21 | 22 | 23 | 24 | 25 | 26 | 27 | 28 | 29 | 30
QS inhibitor | -3 | -1 | -1 | 0 | 0 | -2 | 4 | 0 | -2 | -1
QS inhibitor GFP MFI % | -10 | -16 | -6 | -2 | 5 | -2 | 17 | -18 | -31 | -4

31. CC1=Nn2c(nnc2-c2ccccn2)SC1
32. C=CCn1c(SCc2ccc(C#N)cc2)nnc1-c1cccc(Cl)c1
33. CCOc1cc(C2C(C(=O)OC(C)C)=C(C)N=C3SCCC(=O)N32)ccc1OC(C)=O (stereo unspecified)
34. O=C(NCc1cccnc1)/C(=N\O)c1ccccc1
35. CCCS(=O)(=O)N1CCCC(C(=O)NCCCN(C)Cc2ccccc2)C1 (stereo unspecified)
36. Cc1cccc2cc(CN(CCCO)C(=O)Nc3cccc(Cl)c3)c(=O)[nH]c12
37. COc1cc(OC)cc(-c2nc(N)n[nH]2)c1
38. O=C(CSc1nc2c(c(=O)n1-c1ccc(Br)cc1)SCC2)NCc1ccco1
39. CC(=O)NCC(=O)N(Cc1ccco1)C1(C(=O)NC2CCCCC2)CCCCC1
40. COc1ccc(C2CC(c3cc(OC)ccc3OC)n3nnnc3N2)cc1 (stereo unspecified)

Compound | 31 | 32 | 33 | 34 | 35 | 36 | 37 | 38 | 39 | 40
QS inhibitor | -2 | 3 | 0 | -10 | -2 | 29 | 0 | 6 | 3 | 8
QS inhibitor GFP MFI % | -9 | 5 | 9 | -17 | -4 | 42 | 20 | 38 | 9 | 32

# Copied from the list:
# In QS inhibitor GFP MFI %, cpd 32 is listed with 5
# In QS inhibitor GFP MFI %, cpd 40 is listed with 32
# In QS inhibitor GFP MFI %, cpd 33 is listed with 9
# In QS inhibitor, cpd 35 is listed with -2
# In QS inhibitor, cpd 31 is listed with -2
# In QS inhibitor GFP MFI %, cpd 39 is listed with 9
# In QS inhibitor GFP MFI %, cpd 34 is listed with -17

# Shown tab-delimited: entries from further up.
No.	SMILES	QS inhibitor	QS inhibitor GFP MFI %
10	CCC(=O)c1ccc(OCC(=O)N2CCc3cc(OC)c(OC)cc3C2)cc1	1	-5
11	O=C(CCc1nc(-c2ccccc2F)no1)NCCN1CCc2ccccc2C1	-1	6
12	COC(=O)c1ccc(C2NC(C(=O)O)CS2)cc1 (stereo unspecified)	-4	-31
13	Cn1cccc1Cc1nnc(SCC(=O)NCc2ccccc2Cl)n1-c1ccc(F)cc1	1	7

# Continuation:
41. CN(CC(=O)NC1CCCc2ccccc21)S(=O)(=O)c1ccc2c(c1)c(=O)n(C)c(=O)n2C (stereo unspecified)
42. CCOC(=O)C1CCN(c2c(NC3CCCc4ccccc43)c(=O)c2=O)CC1 (stereo unspecified)
43. NC(=O)C1CCN(C(=S)c2cccs2)CC1
44. CC1(C)CC(=O)C(C=Nc2ccc(O)cc2)=C(O)C1
45. COc1cccc(NC(=O)Cc2cn(C)c3ccccc23)c1
46. COc1ccccc1NC(=O)Cn1nnc(C(=O)Nc2ccccc2)c1N
47. CCC(C(=O)OCC(=O)Nc1c(C)n(C)n(-c2ccccc2)c1=O)c1ccccc1 (stereo unspecified)
48. CCOC(=O)c1cc(C)n(CCCN2CCOCC2)c1C
49. CSc1nc2ccc3nc(NC(=O)c4cccs4)sc3c2s1
50. Cc1cccc(Nc2ncccc2C(=O)O)c1C

Compound | 41 | 42 | 43 | 44 | 45 | 46 | 47 | 48 | 49 | 50
QS inhibitor | -1 | -3 | -2 | 1 | -2 | -2 | -1 | -1 | 0 | -3
QS inhibitor GFP MFI % | 9 | -8 | 15 | 4 | -4 | 0 | 20 | -42 | -15 | -13

51. Cc1noc(C)c1C(=O)Nc1sc(C)c(C)c1C#N
52. O=C1c2ccncc2C(=O)N1C1CCCCC1
53. CC12C(=O)N(CCC(=O)O)C(=O)C1C1C=CC2C1 (stereo unspecified)
54. Cc1ccc(CS(=O)(=O)CCC(=O)NCCCN2CCCC2)cc1
55. CCOc1ccccc1NC(=O)CSc1nnc(Cc2cccn2C)n1-c1ccc(F)cc1
56. COc1ccc(NC(=O)c2cc(C)on2)cc1OC
57. CN1C(=O)OC(C)(CCc2ccccc2)C1(C)O (stereo unspecified)
58. O=S(CC(O)COCc1ccc(Cl)cc1)c1ccccn1 (stereo unspecified)
59. O=C1C(Cl)=C(N2CCOCC2)C(=O)N1CCc1ccccc1
60. NS(=O)(=O)c1ccc(CNC(=O)NC2(c3ccccc3)CC2)cc1

Compound | 51 | 52 | 53 | 54 | 55 | 56 | 57 | 58 | 59 | 60
QS inhibitor | 2 | -3 | 1 | -2 | 0 | 0 | -6 | -2 | -2 | 7
QS inhibitor GFP MFI % | 4 | -16 | 31 | -28 | -1 | 4 | -6 | -13 | -12 | 10

# Compounds listed so far with fluorine, in the order listed:
8. COc1c(F)c(F)c(C(=O)O)c(Nc2ccccc2)c1F
11. O=C(CCc1nc(-c2ccccc2F)no1)NCCN1CCc2ccccc2C1
13. Cn1cccc1Cc1nnc(SCC(=O)NCc2ccccc2Cl)n1-c1ccc(F)cc1
17. CC(C)C(=O)N(c1ccc(F)cc1)C1C=CS(=O)(=O)C1 (stereo unspecified)
26. COc1ccc(C)cc1NC(=O)CN1CCN(CC(=O)Nc2ccccc2F)CC1
55. CCOc1ccccc1NC(=O)CSc1nnc(Cc2cccn2C)n1-c1ccc(F)cc1

Compound | 8 | 11 | 13 | 17 | 26 | 55
QS inhibitor | -2 | -1 | 1 | 1 | -2 | 0
QS inhibitor GFP MFI % | -2 | 6 | 7 | -28 | -2 | -1

# (listing goes on)
61. COc1ccc(S(=O)(=O)CCC(=O)O)cc1
62. O=C(NCc1ccco1)c1cccc(-c2nnc(-c3ccccc3)o2)c1
63. O=C(NCCN1CCN(c2ccccc2)CC1)c1cccn2c(=O)c3cc(Cl)ccc3nc12
64. CC(C)COC(=O)C1C2C=CC3(CN(C(C)c4ccc(Br)cc4)C(=O)C13)O2 (stereo unspecified)
65. CCn1c(=NC(=O)CSC(C)=O)sc2cc(F)ccc21
66. COc1ccc(N2CCN(C(=O)Cc3ccc(-n4c(=O)[nH]c5ccccc5c4=O)cc3)CC2)cc1
67. FC(F)(F)C(F)(F)C(F)(F)c1nnc2ccc(N3CCOCC3)nn12
68. COc1ccc(-c2cc3nc(C)c(CCC(=O)N4CCCCC4)c(C)n3n2)c(OC)c1
69. N#Cc1c(NC(=O)COC(=O)C2CC3C=CC2C3)oc(-c2ccccc2)c1-c1ccccc1 (stereo unspecified)
70. COc1ccc(C(=O)n2cnc(N)n2)cc1

Compound | 61 | 62 | 63 | 64 | 65 | 66 | 67 | 68 | 69 | 70
QS inhibitor | 1 | 0 | 2 | 2 | -1 | 2 | -2 | 11 | 91* | -1
QS inhibitor GFP MFI % | 10 | -7 | 10 | 22 | -2 | 3 | -2 | 21 | 94* | -3

71. O=C(Nc1ccccc1C(=O)NCCCn1ccnc1)c1ccccc1
72. Cc1nc2nc(SCC(=O)N3CCOCC3)nn2c(C)c1Cc1c(F)cccc1Cl
73. O=C1c2ccccc2C(Nc2ccc3c(c2)OCCO3)N1Cc1ccc2c(c1)OCO2 (stereo unspecified)
74. O=C(CNS(=O)(=O)c1cccc2nsnc12)NC1CCCCC1
75. CN1CC2(C(=O)c3ccccc3)CN(C)CC(C(=O)c3ccccc3)(C1)C2
76. COC(=O)c1cc(Nc2cc(C)nc3ncnn23)cc(C(=O)OC)c1
77. COc1ccc(N(C(=O)COc2ccccc2)C2C=CS(=O)(=O)C2)cc1 (stereo unspecified)
78. CCN(CCNC(=O)C1CCN(S(=O)(=O)c2cccc3cccnc23)CC1)c1ccccc1
79. CC1CCCCN1CCn1c(=S)[nH]c2ncccc2c1=O (stereo unspecified)
80. CCCCn1c(=O)[nH]c(=O)c2c1nc(COc1ccc(C#N)cc1)n2CCC

Compound | 71 | 72 | 73 | 74 | 75 | 76 | 77 | 78 | 79 | 80
QS inhibitor | -1 | 0 | 4 | 2 | -2 | 0 | 2 | -1 | 1 | 0
QS inhibitor GFP MFI % | 0 | 10 | 8 | 17 | 2 | 10 | 6 | -7 | -12 | -7

81. COc1ccc(-c2nc(CS(=O)CC(=O)NCCCN3CC(C)CC(C)C3)c(C)o2)cc1OC (stereo unspecified)
82. CCOC(=O)C1CCN(C(=O)c2cn(CCOC)c(=O)c3c2c2ccccc2n3C)CC1
83. CC1(C)Cc2noc(N)c2C(C)(C)N1OC(=O)c1cccs1
84. O=C(C1CCC(CNc2c(N3CCCCC3)c(=O)c2=O)CC1)N1CCCCC1 (stereo unspecified)
85. Cc1cccc(N2CCN(C(=O)COc3cc(=O)n(C)c4ccccc34)CC2C)c1 (stereo unspecified)
86. O=C(Nc1c(F)cc(F)cc1Br)c1cc(-c2ccc(O)cc2)on1
87. N#CC(C(=O)NCCc1ccccc1)c1nc2ccccc2nc1N1CCOCC1 (stereo unspecified)
88. Cc1c(C(=O)NCCc2ccccc2)oc2ccc(S(=O)(=O)N3CCOCC3)cc12
89. Cc1cccc(CC(=O)Nc2cc(C)c3c(=O)oc4ccccc4c3n2)c1
90. CCOC(=O)CSc1nnc(CNC(=O)c2ccc(OC)cc2OC)n1-c1ccc(OC)cc1

Compound | 81 | 82 | 83 | 84 | 85 | 86 | 87 | 88 | 89 | 90
QS inhibitor | 0 | -3 | 0 | 6 | -5 | 12 | -1 | 15 | -2 | -1
QS inhibitor GFP MFI % | -3 | -2 | 2 | 12 | -9 | 29 | -4 | 52 | -5 | -18

91. Cc1nc2sc(C(c3ccccc3)N3CCN(c4ccccc4F)CC3)c(O)n2n1 (stereo unspecified)
92. Cc1ccc2oc(=O)c3cnn(CC(=O)NC4CCN(Cc5ccccc5)CC4)c3c2c1
93. O=C(Nc1ccc(F)c(F)c1)c1ccc(F)c(S(=O)(=O)N2CCOCC2)c1
94. CCOC(=O)CN1C(=O)COc2ccc(Cl)cc21
95. O=C(Nc1ccccc1)N1CCCC2CCCCC21 (stereo unspecified)

Compound | 91 | 92 | 93 | 94 | 95
QS inhibitor | -1 | 1 | -4 | 1 | 5
QS inhibitor GFP MFI % | 1 | 6 | -25 | 9 | 20

# Whole records, quoted from the list:
# Cc1nc2sc(C(c3ccccc3)N3CCN(c4ccccc4F)CC3)c(O)n2n1 (stereo unspecified) in the list: QS inhibitor: -1; QS inhibitor GFP MFI %: 1
# CCOC(=O)CN1C(=O)COc2ccc(Cl)cc21 in the list: QS inhibitor: 1; QS inhibitor GFP MFI %: 9
